Source: PubChem BioAssay (several laboratories)
MsrA inh: inhibits bovine methionine sulfoxide reductase A. actives 0.75% (n = 360,000). inhibition, % at 15.5 µM. purified bovine MsrA, absorbance read-out; in the data active = inhibition above about 4.5%;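 also: 0% = vehicle wells with enzyme and 100% = reference inhibitor wells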
FAS-TE inh: blocks the thioesterase domain of human fatty acid synthase; recombinant FAS-TE, OMFH fluorogenic substrate, fluorescence endpoint; inhibition, % at 15 µM; actives 0.67% (n = 360,000); AID 602261;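 active = compounds whose normalised, plate-corrected inhibition of enzyme fluorescence in the single-dose primary screen is 50% or more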;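 also: 0% = DMSO with enzyme and 100% = substrate without enzyme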
NRP1-CendR mod: modulators of CendR peptide binding to human neuropilin-1; O14786; FAM-RPARPAR peptide binding to NRP-1, fluorescence polarization; inhibition, % at 25 µM; actives 0.85% (n = 360,000);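 active = inhibition or corrected inhibition above about 18%, plus a signal ratio from 0.5 to 1.5, limit read from the data, passing the limit was not always enough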; also: strong numbers were not always called active
Tb MetRS inh: Trypanosoma brucei MetRS inhibition; purified T. brucei MetRS, ATP depletion, Kinase-Glo luminescence; inhibition, % at 11.9 µM; actives 0.4% (n = 360,000); AID 624268;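 active = inhibition above a per-plate cutoff of the control wells' mean inhibition plus 3 SD, cut at about 5.5% in these data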;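 also: 0% = DMSO wells median and 100% = median of wells with control inhibitor compound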
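assay system = parasite MetRS enzyme | timing = 15 min preincubation, 2 h reaction, all 25 °C | evaluation = percent inhibition relative to median high and low control wells | medium = HEPES buffer containing pyrophosphatase, BSA, spermine, DTT | compound = single dose, 11.9 µM final nominal, 0.9% final DMSO | detection = Kinase-Glo luminescence, ATP depletion format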
SKN-1 block: blocks SKN-1 activity in C. elegans; C. elegans VP596 Pgst-4::GFP/RFP ratio, acrylamide-induced, 24 h; inhibition, % at 21.8 µM; actives 0.49% (n = 360,000); AID 624304;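 active = interference check ratio from 0.5 to 1.5 plus GFP to RFP signal ratio inhibition reaching or exceeding a fixed threshold, cut at about 30% in these data, passing the limit was not always enough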; also: some compounds called inactive have numbers as strong as hits
E coli Lon inh: E. coli protease La inhibition. inhibition, % at 7.94 µM. AID 602123. actives 0.42% (n = 360,000). purified E. coli Lon protease, fluorescence polarization; in the data active = inhibition above about 13%, passing the limit was not always enough;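 also: 0% = enzyme with probe and DMSO and 100% = no enzyme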
Target sequence (P0A9M0 whole entry, looked up): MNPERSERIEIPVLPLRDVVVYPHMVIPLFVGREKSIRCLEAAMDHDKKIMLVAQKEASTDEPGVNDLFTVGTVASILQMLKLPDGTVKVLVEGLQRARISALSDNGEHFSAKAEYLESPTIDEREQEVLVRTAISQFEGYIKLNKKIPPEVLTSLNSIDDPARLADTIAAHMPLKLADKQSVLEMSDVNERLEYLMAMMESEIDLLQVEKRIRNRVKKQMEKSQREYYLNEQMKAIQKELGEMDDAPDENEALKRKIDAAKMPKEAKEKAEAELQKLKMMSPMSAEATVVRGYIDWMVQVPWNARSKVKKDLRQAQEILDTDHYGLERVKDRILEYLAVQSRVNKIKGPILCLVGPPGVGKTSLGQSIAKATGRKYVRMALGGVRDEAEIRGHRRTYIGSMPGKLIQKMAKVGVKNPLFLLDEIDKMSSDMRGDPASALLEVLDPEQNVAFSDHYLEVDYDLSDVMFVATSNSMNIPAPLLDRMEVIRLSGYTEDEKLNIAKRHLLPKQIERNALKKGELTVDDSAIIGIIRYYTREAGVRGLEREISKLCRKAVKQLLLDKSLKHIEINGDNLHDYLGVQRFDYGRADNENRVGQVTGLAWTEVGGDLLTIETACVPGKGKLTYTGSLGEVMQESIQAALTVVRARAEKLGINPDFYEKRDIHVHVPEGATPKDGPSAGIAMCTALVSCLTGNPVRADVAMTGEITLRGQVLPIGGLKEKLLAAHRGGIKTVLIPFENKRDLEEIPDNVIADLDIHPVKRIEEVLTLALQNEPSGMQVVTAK
MLLE-PAM2 inh: inhibitors of microRNA-mediated deadenylation, human PABP1 MLLE binding. actives 0.36% (n = 360,000). P11940. GST-MLLE / FITC-PAM2 fluorescence polarization. inhibition, % at 20 µM; in the data active = inhibition above about 35%, passing the limit was not always enough;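 also: plate controls were DMSO wells with GST-MLLE for no effect and wells lacking GST-MLLE protein for full effect; some results filed as inactive read as strong as hits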
bovine MsrA act: activates bovine MsrA enzyme | activation, % at 10.6 µM | purified bovine MsrA, absorbance read-out | actives 0.3% (n = 360,000); in the data active = activation above about 7.5%;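 also: 0% = vehicle and 100% = reference activator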
MT1-MMP act inh: MT1-MMP (human) activation inhibition. GFP/RFP ratio change, % at 20 µM. AID 651647. P50281. actives 0.061% (n = 360,000). HT1080 RFP-PRO-GFP cells, GFP/RFP ratio fluorescence, overnight; percent of plate control window, DMSO zero;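 active = GFP/RFP ratio change of at least 30% with cell ATP level not reduced by more than half and red fluorescence within 50% of control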; also: strong numbers were not always called active
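Assay system – RFP-PRO-GFP reporter HT1080 cells · Compound dosing – single dose of 20 µM compound, 1% DMSO final · Incubation – overnight compound exposure at 37 °C · Measure – GFP/RFP fluorescence ratio · Benchmarks – DMSO wells and RFP-L50D-GFP cells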
* hit, by the source's call; nt = no result given.

1: N#Cc1sc(NCc2ccccn2)nc1Cl
2: O=C(OCc1cc2ccccc2[nH]c1=O)c1cccs1
3: CC1(C)C2CC=C(/C=N/NC(=O)C(N)=O)C1C2 (stereo not given)
4: O=C(CN1CCC(n2nnc3cc(F)ccc32)CC1)NCc1ccco1
5: CCc1cc(C(c2ccncc2)N2CCN(C)CC2)c(NC(=O)c2ccccc2)s1 (stereo not given)
6: COc1ccc(Cl)cc1S(=O)(=O)N1CCC(C(=O)N2CCOCC2)CC1
7: C(=C\c1ccccc1)/CSc1nnc(-c2cccnc2)n1Cc1ccco1
8: Cc1cc(OCC(=O)N2CCOCC2)ccc1NC(=O)C1CCCCC1

compound no.	1	2	3	4	5	6	7	8
MsrA inh	-0.5	-0.1	-1.1	-0.6	1.1	2.2	1.7	-1.6
FAS-TE inh	-2	-4	-6	-2	-5	-4	-3	-6
NRP1-CendR mod	6	4	-6	6	-5	4	-9	10
Tb MetRS inh	0.2	0.1	0.8	-0.7	-0.5	-0.3	-0.8	-0.7
SKN-1 block	5	12	-2	-17	5	11	-11	1
E coli Lon inh	8	8	1	1	-19	-9	-2	3
MLLE-PAM2 inh	0	-80	7	11	17	-7	-16	-1
bovine MsrA act	-1	-2	-2	-10	3	-4	-6	-3
MT1-MMP act inh	-2	2	-2	-8	-4	1	0	-3

9: CCOC(=O)CNC(=O)CSc1nnc(-c2ccc(OC)cc2)n1CC
10: CCN(CC)c1ccc(C2NC(=O)c3ccccc3N2)cc1 (stereo not given)
11: CC(Cl)c1cc(-c2ncc(C(F)(F)F)cc2Cl)no1 (stereo not given)
12: O=C(Cc1ccccc1)NC(NC(=O)Cc1ccccc1)c1cccc([N+](=O)[O-])c1
13: Cc1ccnc(N(C(=O)Nc2ccccc2)C2=NCC(C)(C)S2)c1
14: O=C(COC(=O)C1=COCCO1)NCc1ccc(F)cc1
15: Cc1ccc(-n2nc3c(=O)n(C(C)C(=O)NCc4ccc(Cl)cc4)nc(C)c3c2C)cc1 (stereo not given)
16: CCOC(=O)c1sc(NC(=O)C(C)Sc2nnc(N)s2)nc1C (stereo not given)

compound no.	9	10	11	12	13	14	15	16
MsrA inh	0.4	0.3	-0.4	-1.3	0.4	0.1	0.1	-0.3
FAS-TE inh	-6	-2	4	4	-7	-6	10	-4
NRP1-CendR mod	1	-6	-11	-5	7	11	9	10
Tb MetRS inh	-0.1	0.1	-1.0	-0.6	-0.3	-0.4	0.1	-0.5
SKN-1 block	-2	37*	6	6	4	-22	-4	-1
E coli Lon inh	-6	-13	2	6	-20	3	-5	-13
MLLE-PAM2 inh	-13	-18	-8	-1	5	5	-2	-7
bovine MsrA act	-3	-5	-11	-3	0	-8	0	-1
MT1-MMP act inh	-6	4	-1	1	4	-2	3	-1

Ordered by value in MsrA inh (lowest first): some entries from above.
No.	structure	MsrA inh
12	O=C(Cc1ccccc1)NC(NC(=O)Cc1ccccc1)c1cccc([N+](=O)[O-])c1	-1.3
11	CC(Cl)c1cc(-c2ncc(C(F)(F)F)cc2Cl)no1 (stereo not given)	-0.4
16	CCOC(=O)c1sc(NC(=O)C(C)Sc2nnc(N)s2)nc1C (stereo not given)	-0.3
15	Cc1ccc(-n2nc3c(=O)n(C(C)C(=O)NCc4ccc(Cl)cc4)nc(C)c3c2C)cc1 (stereo not given)	0.1
10	CCN(CC)c1ccc(C2NC(=O)c3ccccc3N2)cc1 (stereo not given)	0.3
13	Cc1ccnc(N(C(=O)Nc2ccccc2)C2=NCC(C)(C)S2)c1	0.4

Pulled by structure from the entries so far, 2 records:
10: CCN(CC)c1ccc(C2NC(=O)c3ccccc3N2)cc1 (stereo not given)
15: Cc1ccc(-n2nc3c(=O)n(C(C)C(=O)NCc4ccc(Cl)cc4)nc(C)c3c2C)cc1 (stereo not given)

compound no.	10	15
MsrA inh	0.3	0.1
FAS-TE inh	-2	10
NRP1-CendR mod	-6	9
Tb MetRS inh	0.1	0.1
SKN-1 block	37*	-4
E coli Lon inh	-13	-5
MLLE-PAM2 inh	-18	-2
bovine MsrA act	-5	0
MT1-MMP act inh	4	3

New compounds follow:
17: CCOc1cccc2cc(C(=O)NC(C)c3ccccc3)c(=N)oc12 (stereo not given)
18: O=C(CN1C(=O)NC2(CCCC2)C1=O)Nc1ccc(Cl)c(C(F)(F)F)c1
19: Cc1cc(C)nc(Sc2ccc(/C=C(\C#N)C(N)=O)o2)n1
20: CCCc1cc(=O)oc2cc(C)cc(OC(C)C(=O)NCCCN3CCOCC3)c12 (stereo not given)
21: Cc1ccc(C)c(C(=O)CSc2nnnn2-c2cccnc2)c1
22: O=C1c2ccccc2CCC12OC2c1ccc([N+](=O)[O-])cc1 (stereo not given)
23: COc1ccc(C(=O)N[C@H]2COC(C)(C)O[C@H]2c2ccccc2)cc1
24: Cc1ncc(CN2CCCC(CCC(=O)NCc3ccc(F)c(F)c3)C2)s1 (stereo not given)

compound no.	17	18	19	20	21	22	23	24
MsrA inh	1.0	0.8	2.4	1.1	-0.7	1.1	-0.3	1.4
FAS-TE inh	-1	10	-15	0	1	9	-7	0
NRP1-CendR mod	0	6	-22	2	0	-6	-4	8
Tb MetRS inh	-0.4	2.7	0.7	-1.9	0.3	0.0	-0.7	-0.1
SKN-1 block	-6	9	-5	-2	-2	14	-10	12
E coli Lon inh	0	-7	7	9	-6	4	-13	9
MLLE-PAM2 inh	-126	-1	-7	9	-27	-9	5	6
bovine MsrA act	-5	-2	-2	-14	-3	-1	-4	1
MT1-MMP act inh	-2	4	-3	-7	-4	3	3	0

25: COc1ccc(N2CCN(S(=O)(=O)c3c(C)nc4sccn4c3=O)CC2)cc1
26: Cc1ccc(NC(=O)c2ccc3nc[nH]c3c2)c(O)c1
27: Nc1ccn(CC(=O)NCc2ccc3c(c2)OCO3)c(=O)n1
28: OCCC#Cc1c(-c2ccsc2)sc2ccccc12
29: CC(C)CNC(=S)N1CCC(NC(=O)C23CC4CC(CC(C4)C2)C3)CC1
30: O=C(/C=C/c1ccc(OCCCF)cc1)NCc1ccc(Cl)cc1
31: COc1cc(C(=O)Nc2cccc(S(=O)(=O)NCc3ccco3)c2)cc(OC)c1OC
32: CC(=O)Nc1ccc(NC(=O)C(C)OC(=O)c2ccccc2C(=O)c2ccc(Cl)c([N+](=O)[O-])c2)cc1 (stereo not given)

compound no.	25	26	27	28	29	30	31	32
MsrA inh	2.4	-0.6	-1.0	1.3	-0.7	-0.8	0.0	0.8
FAS-TE inh	0	-6	-11	18	-8	9	6	0
NRP1-CendR mod	3	2	21*	0	18	-3	-1	-12
Tb MetRS inh	-0.5	0.5	-0.3	-0.2	0.5	-1.3	-0.3	0.3
SKN-1 block	-17	1	-13	16	-8	9	-7	-2
E coli Lon inh	1	-5	-4	0	-6	-5	2	-5
MLLE-PAM2 inh	8	1	-5	4	-98	20	3	-122
bovine MsrA act	-7	-2	-1	-3	-1	-4	-2	-3
MT1-MMP act inh	8	2	3	-1	-3	2	14	0

33: COc1cc(N(Cc2ccccc2)Cc2ccccc2)c2ncn(C(C)C)c2c1
34: COc1cc(C=NNC(=O)C(=O)Nc2cccc(Cl)c2)cc(OC)c1O
35: CCC(C)C(=O)Nc1nnc(SCC(=O)NC2CCCCC2)s1 (stereo not given)
36: COc1cc(C2C3=C(CCCC3=O)Nc3ccc4ncccc4c32)ccc1O (stereo not given)
37: O=C(Cn1nc(Cc2cccnc2)c2ccccc2c1=O)NCC1CCCO1 (stereo not given)
38: O=C1CSC(=Nc2ccccc2)N1Cc1ccccc1
39: CC1CC(C)CN(C(=O)Cc2c(C(=O)O)[nH]c3ccc(Cl)cc23)C1 (stereo not given)
40: COc1ccc(Cc2c(-c3ccc(F)cc3)nc3cc(C)c(Br)c(C)n23)c(C)c1

compound no.	33	34	35	36	37	38	39	40
MsrA inh	-0.1	3.0	-0.2	1.9	-1.2	-0.5	1.8	0.4
FAS-TE inh	32	-3	-2	-4	0	11	1	27
NRP1-CendR mod	5	-1	19	-6	2	2	2	-3
Tb MetRS inh	-0.2	-0.4	-0.4	0.2	-0.3	-0.8	-0.8	-0.5
SKN-1 block	16	14	0	13	-4	6	2	-1
E coli Lon inh	3	-3	-2	5	0	-1	-8	2
MLLE-PAM2 inh	-4	-75	-6	17	-6	-13	7	nt
bovine MsrA act	-3	-5	-1	-2	-3	-4	-3	-3
MT1-MMP act inh	-4	4	4	-10	-4	-4	14	0

41: O=C1CN(C(=O)c2ccc(Br)o2)C(c2ccccc2)c2cc(Cl)ccc2N1 (stereo not given)
42: COc1cnn(-c2ccccc2)c(=O)c1N(C)C
43: CCN(Cc1ccc(C#CCCO)cc1)CC1CCCN(CCc2cccc(F)c2)C1 (stereo not given)
44: Cc1ccccc1C(=O)Nc1cccc(N)c1
45: Cc1ccc(NC(=O)CCN2C(=O)CSC2=O)cc1
46: NC(=NC(=O)c1ccccc1)N1CCOCC1
47: CCCCCc1c(C)nc(NCc2ccccc2)[nH]c1=O
48: Cc1ccc(NC(=O)c2ccc(N3CCCC3=O)cc2)cc1S(=O)(=O)N1CCCCC1

compound no.	41	42	43	44	45	46	47	48
MsrA inh	-0.3	0.8	-1.1	0.5	0.6	0.9	0.1	-1.1
FAS-TE inh	17	-13	0	-2	-6	-9	5	-6
NRP1-CendR mod	-6	-5	0	-8	-11	-8	2	11
Tb MetRS inh	0.3	-0.5	-0.6	0.7	-0.5	0.2	-0.2	-0.5
SKN-1 block	23	14	22	16	-6	2	9	0
E coli Lon inh	-1	-4	10	-2	-3	-6	-8	-9
MLLE-PAM2 inh	2	3	-3	-18	-13	7	-3	21
bovine MsrA act	-2	-1	3	0	3	1	-4	-2
MT1-MMP act inh	-22	7	1	1	7	-2	12	7

49: CCCn1c(SCc2cc(=O)oc3ccc4ccccc4c23)n[nH]c1=O
50: Cc1cccnc1NC(=O)CCCN1C(=O)c2ccccc2C1=O
51: COCC(C)NCc1ccc(OC)c(Br)c1 (stereo not given)
52: COc1ccccc1CN1CC(C(=O)NCCc2ccc(C)o2)CCC1=O (stereo not given)

compound no.	49	50	51	52
MsrA inh	0.4	0.0	0.6	0.0
FAS-TE inh	6	-11	-5	-6
NRP1-CendR mod	-6	-10	4	1
Tb MetRS inh	-0.5	-0.5	-0.1	0.7
SKN-1 block	-20	1	-6	16
E coli Lon inh	2	-6	-5	-1
MLLE-PAM2 inh	-59	4	0	5
bovine MsrA act	-5	-3	-3	-3
MT1-MMP act inh	-5	5	1	-2
